PrPC surface inh: cell surface PrPC inhibition, primary TR-FRET screen; P04156; TR-FRET read-out; inhibition, % at 13.8 µM; hit rate 0.43% among 370,000; in the data active means inhibition above about 24%; further: 0% = median of the test wells and 100% = reference compound wells
3CLpro inhibitor: SARS-CoV 3CLpro protease inhibition; P0C6X7; recombinant SARS-CoV 3CLpro, quenched FRET peptide cleavage; inhibition, % at 6 µM; hit rate 0.14% among 290,000; AID 1706; in the data active means inhibition above about 12%
TcdB inh: inhibitors of Clostridioides difficile toxin B glycohydrolase; TcdB glycohydrolase enzymatic assay, plate reader; inhibition, % at 9.99 µM; hit rate 0.24% among 350,000; AID 652162; in the data active means inhibition above about 10%
Anthrax LF inh2: anthrax lethal factor protease inhibition | multiplex microsphere protease cleavage assay, LF | inhibition, % at 10 µM | P15917 | hit rate 0.12% among 360,000 | AID 588501; further: plate controls were buffer without enzyme for full effect and enzyme alone for no effect
Target sequence (P15917 whole entry, looked up): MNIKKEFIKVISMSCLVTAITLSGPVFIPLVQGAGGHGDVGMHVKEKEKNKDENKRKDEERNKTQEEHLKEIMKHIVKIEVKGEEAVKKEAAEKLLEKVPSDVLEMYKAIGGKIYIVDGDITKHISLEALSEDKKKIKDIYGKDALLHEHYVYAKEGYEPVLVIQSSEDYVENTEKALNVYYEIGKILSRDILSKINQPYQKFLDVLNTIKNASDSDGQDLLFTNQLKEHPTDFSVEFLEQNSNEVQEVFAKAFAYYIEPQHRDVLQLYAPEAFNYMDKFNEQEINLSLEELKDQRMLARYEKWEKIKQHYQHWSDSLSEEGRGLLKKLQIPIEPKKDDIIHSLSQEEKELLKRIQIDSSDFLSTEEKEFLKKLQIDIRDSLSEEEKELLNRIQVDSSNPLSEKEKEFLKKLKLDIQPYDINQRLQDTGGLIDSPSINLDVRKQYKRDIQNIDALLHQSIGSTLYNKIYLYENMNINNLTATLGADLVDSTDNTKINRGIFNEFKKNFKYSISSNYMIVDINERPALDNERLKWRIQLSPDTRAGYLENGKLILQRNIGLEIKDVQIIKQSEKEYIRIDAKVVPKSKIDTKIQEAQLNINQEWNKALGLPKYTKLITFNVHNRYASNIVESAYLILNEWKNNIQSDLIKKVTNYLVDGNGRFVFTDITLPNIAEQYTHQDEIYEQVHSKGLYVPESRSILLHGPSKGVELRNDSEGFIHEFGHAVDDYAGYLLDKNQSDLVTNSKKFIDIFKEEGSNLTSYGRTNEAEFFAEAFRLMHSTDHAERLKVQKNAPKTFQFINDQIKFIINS
Y pestis TopoI: blocks Yersinia pestis topoisomerase I activity; Y. pestis Topo-I cleavage product accumulation, plate reader; activity, % at 10 µM; hit rate 0.064% among 360,000; AID 504884; in the data active means activity above about 50%, passing the limit was not always enough; further: inactives centre near 2
BoNT-A LC inh2: blocks Botulinum neurotoxin A light chain protease; hit rate 0.17% among 360,000; AID 588499; inhibition, % at 10 µM; multiplex microsphere protease substrate cleavage, flow cytometry; further: plate controls were buffer without enzyme for full effect and enzyme alone for no effect
SSB-PriA inh: inhibitors of Klebsiella pneumoniae PriA binding to SSB C-terminal tail; AlphaScreen SSBct-PriA binding, biotinylated peptide; inhibition, % at 33 µM; hit rate 0.6% among 430,000; AID 1272365; in the data active means inhibition mostly above about 37%, no sharp cut-off; inactive means mostly below about 20%;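 further: plate controls were negative control peptide for no effect and reference peptide for full effect; strong numbers were not always called active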
PfHsp40 yeast: compounds rescuing yeast from Plasmodium falciparum HSP40 toxicity; S. cerevisiae expressing PfHsp40, growth rescue, ATP luminescence; growth rescue, % at 12.5 µM; hit rate 0.68% among 340,000; in the data active means growth rescue above about 28%, passing the limit was not always enough;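 further: yeast W303a lacking pdr1 and pdr3 grown in galactose medium; growth measured after three days at 30 °C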
BH1578 lux ind: induces V. cholerae light production without autoinducers; V. cholerae BH1578 lux reporter, luminescence, 6 h; hit rate 0.16% among 350,000; AID 588436; activation, % at 18.7 µM; in the data active means activation mostly above about 9.7%, no sharp cut-off; further: not every result past the cut was called active; inactives centre near 0; reference of the scale not given here
* = called active by the depositor; & = joins results of further samples. Unless noted, no stated cut-off is given here; in the data, active means inhibition above about 30%; inconclusive means no clear call, values can overlap the other calls; inactive means below that. An excerpt; rates above refer to the full screens.

Screening CC(Oc1ccc(F)cc1F)C(=O)NNC(=S)NCC1CCCO1 (stereo unspecified) returned PrPC surface inh 1.5, 3CLpro inhibitor -2.9, TcdB inh -1.9, Anthrax LF inh2 -2.5, Y pestis TopoI -2.5, BoNT-A LC inh2 0.3, SSB-PriA inh -10.7, PfHsp40 yeast -1.3 and BH1578 lux ind -0.4.
Screening CS(=O)c1ccccc1-c1nc(-c2cc(C(F)(F)F)cc(C(F)(F)F)c2)no1 (stereo unspecified) returned PrPC surface inh 6.0, 3CLpro inhibitor 3.0, Anthrax LF inh2 -0.3, Y pestis TopoI -0.1, BoNT-A LC inh2 -0.1, SSB-PriA inh -14.8, PfHsp40 yeast -0.2 and BH1578 lux ind -0.1.
Cc1ccc(C)c(NC(=S)N(CCc2nc3cc(C)c(C)cc3[nH]2)Cc2cccnc2)c1 was read as PrPC surface inh 2.4, 3CLpro inhibitor -0.1, Anthrax LF inh2 -3.2, Y pestis TopoI -9.0, BoNT-A LC inh2 -0.6, SSB-PriA inh 1.6, PfHsp40 yeast -2.3 and BH1578 lux ind inactive.
For Cc1ccc(C(=O)O/N=C(\N)c2ccc(C(F)(F)F)cn2)cc1 the results were PrPC surface inh -5.7, 3CLpro inhibitor -2.1, TcdB inh -1.1, Anthrax LF inh2 -1.3, Y pestis TopoI -2.7, BoNT-A LC inh2 -1.0, PfHsp40 yeast -1.5 and BH1578 lux ind -0.9.
For Cc1ccccc1S(=O)(=O)NC(=O)C1(C)CCN1C(=O)c1cccc2ccccc12 (stereo unspecified) the results were PrPC surface inh 11.9, TcdB inh -1.6, Anthrax LF inh2 -5.1, Y pestis TopoI 1.7, BoNT-A LC inh2 -0.8 and BH1578 lux ind inactive.
For C[C@H](NS(=O)(=O)c1ccccc1F)C(=O)OCC(=O)Nc1ccc2c(c1)OCCO2 the results were PrPC surface inh -1.8, TcdB inh 1.8, Anthrax LF inh2 -0.3, Y pestis TopoI -9.4, BoNT-A LC inh2 -0.2, SSB-PriA inh -6.3, PfHsp40 yeast -1.0 and BH1578 lux ind 3.4.
`C=CCN(CC=C)Cc1cc(=O)oc2cc(OC)ccc12` gave PrPC surface inh 3.3, TcdB inh 1.3, Anthrax LF inh2 3.3 and BoNT-A LC inh2 -1.2.
COc1ccc(Cl)cc1NC(=O)C/C(C)=N/NC(=O)c1ccccc1Cl was read as PrPC surface inh 1.6, 3CLpro inhibitor 1.4, TcdB inh 1.1, Anthrax LF inh2 12.3, Y pestis TopoI 2.1, BoNT-A LC inh2 2.6, PfHsp40 yeast -0.5 and BH1578 lux ind -0.6.
For COCC(=O)N1CCN(c2cccc(C(F)(F)F)c2)CC1 the results were PrPC surface inh -0.3, 3CLpro inhibitor -1.8, TcdB inh 0.6, Anthrax LF inh2 -4.5, Y pestis TopoI 5.1, BoNT-A LC inh2 0.2, SSB-PriA inh -9.3, PfHsp40 yeast 0.9 and BH1578 lux ind 0.4.
Cc1cc(C)c2cc(C#N)c(NCCCN)nc2c1 was read as PrPC surface inh -6.3, TcdB inh 1.1, Anthrax LF inh2 14.2 and BoNT-A LC inh2 9.5.
For Cc1cccc(C)c1NC(=O)CSc1nc(COc2ccccc2)nc2ccccc12 the results were PrPC surface inh 1.9, 3CLpro inhibitor -1.5, Anthrax LF inh2 2.6, Y pestis TopoI 5.3, BoNT-A LC inh2 1.5, SSB-PriA inh -5.2, PfHsp40 yeast 0.3 and BH1578 lux ind inactive.
Screening CCOc1ccccc1NC(=O)N1CCCN(c2ncccc2C#N)CC1 returned PrPC surface inh 1.7, 3CLpro inhibitor 2.8, TcdB inh 0.4, Anthrax LF inh2 -19.0, Y pestis TopoI 6.5, BoNT-A LC inh2 1.3, SSB-PriA inh -3.4, PfHsp40 yeast 1.0 and BH1578 lux ind -1.4.
Screening COC(=O)C1=C(C)N(CCCC(=O)O)C(=O)NC1c1ccc(Cl)cc1 (stereo unspecified) returned PrPC surface inh -2.0, TcdB inh 0.2, Anthrax LF inh2 0.5, Y pestis TopoI 1.1, BoNT-A LC inh2 0.0, SSB-PriA inh -16.2, PfHsp40 yeast 3.3 and BH1578 lux ind inactive.
Screening C[C@H]1CN([C@@H](C)CO)C(=O)CCCn2cc(nn2)CO[C@@H]1CN(C)C(=O)Nc1ccnc(N2CCOCC2)c1 returned PrPC surface inh 6.6, TcdB inh 0.2&-0.2, Anthrax LF inh2 -5.4, Y pestis TopoI 0.5, BoNT-A LC inh2 0.2 and BH1578 lux ind -0.4.
Screening Cc1cc(C)nc(N2CCC(C(=O)Nc3ccc4c(c3)OCO4)CC2)n1 returned PrPC surface inh 11.7, 3CLpro inhibitor -2.4, Anthrax LF inh2 -0.4, Y pestis TopoI 1.7, BoNT-A LC inh2 1.2, SSB-PriA inh 5.1, PfHsp40 yeast -0.3 and BH1578 lux ind -0.4.
Screening COc1cc(C(=O)NCCOc2ccccc2)cc(OC)c1OC returned PrPC surface inh -8.4, 3CLpro inhibitor 0.4, TcdB inh 0.3, Anthrax LF inh2 13.6, Y pestis TopoI 1.1, BoNT-A LC inh2 -4.0, SSB-PriA inh -14.3, PfHsp40 yeast -1.6 and BH1578 lux ind 0.9.
CCN(CCCNC(=O)C1CCN(S(=O)(=O)N2CCC3(CC2)OCCO3)CC1)c1ccccc1 was read as PrPC surface inh 2.6, 3CLpro inhibitor -3.5, Anthrax LF inh2 -0.3, Y pestis TopoI 8.6, BoNT-A LC inh2 0.3, SSB-PriA inh 9.2, PfHsp40 yeast -0.7 and BH1578 lux ind -1.5.
`Cc1ccc(Cn2cnc3c(cnn3-c3ccc(F)cc3)c2=O)cc1` gave PrPC surface inh 8.4, 3CLpro inhibitor -0.5, TcdB inh 0.1, Anthrax LF inh2 -2.3, Y pestis TopoI 3.5, BoNT-A LC inh2 -0.5, SSB-PriA inh 3.0, PfHsp40 yeast 2.1 and BH1578 lux ind -0.3.
For CC1(c2ccccc2)CC(c2ccccc2)=Nc2nonc2N1 (stereo unspecified) the results were PrPC surface inh 0.6, 3CLpro inhibitor -1.0, Anthrax LF inh2 -5.6, Y pestis TopoI 4.8, BoNT-A LC inh2 -1.0, SSB-PriA inh 2.3, PfHsp40 yeast -0.4 and BH1578 lux ind 0.7.
Screening O=C(C1CCC1)N1CCC(c2nc3c(nnn3Cc3c(F)cccc3Cl)c(=O)[nH]2)CC1 returned PrPC surface inh 2.9, 3CLpro inhibitor -4.3, Anthrax LF inh2 -5.4, Y pestis TopoI 10.1, BoNT-A LC inh2 1.0, SSB-PriA inh -10.6, PfHsp40 yeast 0.7 and BH1578 lux ind inactive.
For CCOC(=O)CN(C(=O)Cn1nnc2ccccc21)C(C(=O)NCCOC)c1ccccc1C (stereo unspecified) the results were PrPC surface inh -2.5, 3CLpro inhibitor -6.6, Anthrax LF inh2 2.9, Y pestis TopoI 5.3, BoNT-A LC inh2 0.1, SSB-PriA inh -5.3, PfHsp40 yeast -1.3 and BH1578 lux ind -3.7.
`CC(=O)c1cc(CN2C(=O)CCC2=O)cs1` gave PrPC surface inh -1.8, 3CLpro inhibitor 8.0, TcdB inh -0.7, Anthrax LF inh2 -0.3, Y pestis TopoI 0.0, BoNT-A LC inh2 0.1, SSB-PriA inh -14.8, PfHsp40 yeast -0.1 and BH1578 lux ind inactive.
`C=CCN1C(=O)/C(=C/C(=O)OC)S/C1=N\NC(=O)c1ccccc1` gave PrPC surface inh 7.9, 3CLpro inhibitor 0.0, TcdB inh 2.6, Anthrax LF inh2 -5.1, Y pestis TopoI -6.7, BoNT-A LC inh2 -4.8 and BH1578 lux ind inactive.
CN1CCN(c2ccc(N)c(N3CCN(C)CC3)c2)CC1 was read as PrPC surface inh -10.0, 3CLpro inhibitor 2.7, Anthrax LF inh2 -5.9, Y pestis TopoI -24.5, BoNT-A LC inh2 0.2, SSB-PriA inh 15.9, PfHsp40 yeast -0.2 and BH1578 lux ind -0.2.
Screening COC(=O)C1=C(N)c2c(F)cccc2C1(C#N)c1ccccc1 (stereo unspecified) returned PrPC surface inh 5.2, 3CLpro inhibitor 0.5, Anthrax LF inh2 0.2, Y pestis TopoI 2.4, BoNT-A LC inh2 -0.8, SSB-PriA inh 0.2, PfHsp40 yeast 1.5 and BH1578 lux ind inactive.
O=C(OCC(=O)N1CCCc2ccccc21)c1cnc(Cl)c(Cl)c1 was read as PrPC surface inh -3.4, 3CLpro inhibitor -1.6, TcdB inh -1.8, Anthrax LF inh2 -0.3, Y pestis TopoI 16.5, BoNT-A LC inh2 -1.1, SSB-PriA inh -31.1 and PfHsp40 yeast 0.9.
`COC(=O)c1[nH]c2ccccc2c1NC(=O)CN1CCN(C/C=C/c2ccccc2)CC1` gave PrPC surface inh -9.9, 3CLpro inhibitor -1.0, TcdB inh -0.3, Anthrax LF inh2 -9.7, Y pestis TopoI 17.3, BoNT-A LC inh2 -0.8, SSB-PriA inh 8.7, PfHsp40 yeast 1.8 and BH1578 lux ind 8.3.
For COc1cc(/C=C2/SC(=S)N(Cc3ccccc3)C2=O)cc(Cl)c1O the results were PrPC surface inh -3.8, 3CLpro inhibitor 3.3, TcdB inh 0.2, Anthrax LF inh2 2.0, Y pestis TopoI -10.4, BoNT-A LC inh2 -2.1, SSB-PriA inh -9.5, PfHsp40 yeast -2.0 and BH1578 lux ind inactive.
For CCN(CC)c1ccc2cc(-c3nnc(-c4ccccc4)o3)c(=O)oc2c1 the results were PrPC surface inh -8.0, 3CLpro inhibitor -6.8, Anthrax LF inh2 9.9, Y pestis TopoI -3.2, BoNT-A LC inh2 8.1, SSB-PriA inh -27.8, PfHsp40 yeast -1.6 and BH1578 lux ind 4.5.
COCCn1c(-c2ccc(-c3ccc([N+](=O)[O-])cc3Br)o2)nc2c1c(=O)[nH]c(=O)n2CC(C)C was read as PrPC surface inh 3.3, 3CLpro inhibitor 1.1, TcdB inh 1.3, Anthrax LF inh2 11.1, Y pestis TopoI -6.3, BoNT-A LC inh2 23.7, SSB-PriA inh 9.6, PfHsp40 yeast 0.8 and BH1578 lux ind 1.3.
`CCCCn1c(CN2CCN(C(=O)OCC)CC2)nc2c1c(=O)[nH]c(=O)n2C` gave 3CLpro inhibitor -1.5, TcdB inh -2.3, Anthrax LF inh2 0.6, Y pestis TopoI 10.0, BoNT-A LC inh2 0.1, SSB-PriA inh -6.0, PfHsp40 yeast 0.4 and BH1578 lux ind inactive.
O=C(N/N=C/c1coc2ccccc2c1=O)c1cc2ccccc2o1 was read as PrPC surface inh -1.9, 3CLpro inhibitor -0.8, Anthrax LF inh2 -1.3, Y pestis TopoI -2.6, BoNT-A LC inh2 -0.5, PfHsp40 yeast -0.3 and BH1578 lux ind -0.6.
Screening Cc1nc(-c2ccc(S(=O)(=O)Nc3ccc(Br)cc3F)cc2)co1 returned PrPC surface inh 2.1, 3CLpro inhibitor 4.1, TcdB inh 1.6, Anthrax LF inh2 -0.1, Y pestis TopoI 8.6, BoNT-A LC inh2 2.2, SSB-PriA inh 8.3, PfHsp40 yeast -1.0 and BH1578 lux ind inactive.
`O=C(Nc1ccc(S(=O)(=O)N2CCCCC2)cc1)c1ccc(=O)[nH]c1` gave PrPC surface inh -0.6, TcdB inh 0.5, Anthrax LF inh2 -11.7, Y pestis TopoI -0.3, BoNT-A LC inh2 -0.6, SSB-PriA inh -6.0, PfHsp40 yeast -1.3 and BH1578 lux ind inactive.
For Cc1cccc(S(=O)(=O)NC(=O)C2(C)CCN2C(=O)CCc2ccccc2)c1 (stereo unspecified) the results were PrPC surface inh 8.4, TcdB inh 0.9, Anthrax LF inh2 -9.7, Y pestis TopoI 13.8, BoNT-A LC inh2 -0.6 and BH1578 lux ind -0.2.
`CC1=NN(C(=O)c2cccnc2)C(O)(C(F)(F)F)C1` (stereo unspecified) gave PrPC surface inh 7.2, 3CLpro inhibitor -0.8, TcdB inh 0.0, Anthrax LF inh2 -1.2, Y pestis TopoI -7.6, BoNT-A LC inh2 -0.2, SSB-PriA inh -22.1, PfHsp40 yeast -0.6 and BH1578 lux ind 0.4.
